# Source: PubChem BioAssay
# TNAP inhibition: human TNAP enzyme inhibitors, biochemical, luminescent (AID 518) | Alkaline phosphatase, tissue-nonspecific isozyme (Homo sapiens) | purified TNAP enzyme, luminescent substrate readout; higher % means a stronger effect | inhibition, % at 20 µM; hits with a dose series show IC50 in µM | hit rate 0.09% among 64,000; in the data active means a potency from the dose series; inactive means the rest, 99 in 100 with inhibition below about 22%;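 further: plate controls were vehicle for no effect and reference inhibitor for full effect; many of its hits are not listed in these tables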
# DPM-DC inhibit: S. pneumoniae DPM-DC inhibitors, primary screen, biochemical, PK/LDH-coupled NADH fluorescence | calls only at 10 µM | diphosphomevalonate decarboxylase (Streptococcus pneumoniae D39) | hit rate 0.49% among 65,000 | purified DPM-DC;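 active means the 320 compounds with the highest percent inhibition in the single-dose primary screen, excluding strongly autofluorescent ones, cut at about 32% in these data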;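 further: kinetic rate of NADH fluorescence loss reporting ADP formed by the decarboxylase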
# HT1080 viability: cytotoxicity in HT1080 fibrosarcoma cells, cell-based, fluorescence readout (AID 620); HT1080 viability, fluorescence; higher % means a stronger effect; cytotoxicity, % at 10 µM; hits with a dose series show EC50 in µM; hit rate 0.42% among 87,000;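 further: cells exposed to compound overnight then 4 h with Alamar Blue; 0% = vehicle DMSO and 100% = killing control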
# KRASV12 cytotoxicity: cytotoxicity in KRAS-transformed pancreatic duct cells, primary screen, cell-based, fluorescence, HTS (AID 431); one-dose cytotoxicity, % at 10 µM; EC50 in µM for titrated hits; HPDE-C7K KRASV12 cells, Alamar Blue viability, 48 h; higher % means a stronger effect; hit rate 1.7% among 63,000;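 active means compounds whose percent cytotoxicity in the single-dose primary screen, scaled between solvent and toxic-drug controls, exceeds 50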;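 further: 0% = DMSO solvent wells and 100% = doxorubicin-treated wells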
# LYP inhibition: LYP phosphatase inhibitors, primary screen, biochemical, DiFMUP fluorescence, recombinant catalytic domain, 10 µM (AID 606). inhibition, % at 10 µM; hits with a dose series show IC50 in µM. recombinant LYP catalytic domain, DiFMUP fluorescence; higher % means a stronger effect. Tyrosine-protein phosphatase non-receptor type 22 (Homo sapiens). 52,000 tested, under 10 active;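 active means IC50 under 40 µM in the dose-response test; inactive means IC50 of 40 µM or more, or never dose-tested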
# HPDE-C7 viability: cytotoxicity in HPDE-C7 cells, cell-based, fluorescence, HTS (AID 430); hit rate 1.8% among 63,000; cytotoxicity, % at 10 µM, or EC50 in µM where a hit was titrated; HPDE-C7 pancreatic duct cells viability, fluorescence; higher % means a stronger effect;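 further: cells exposed to compound for 48 hours before viability readout; 0% = vehicle and 100% = reference cytotoxic drug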
# Bfl-1 inhibitors: Bfl-1 inhibitors, primary screen, biochemical, fluorescence polarization, FITC-Bid, mouse (AID 432); displacement, % at 20 µM, or IC50 in µM where a hit was titrated; FITC-Bid BH3 peptide fluorescence polarization displacement; higher % means a stronger effect; Bcl-2-related protein A1 (Mus musculus); hit rate 0.02% among 64,000; in the data active means a potency from the dose series; inactive means the rest, 99 in 100 with displacement below about 15%; further: strong numbers were not always called active
# Spn MK inh: S. pneumoniae MK inhibitors, primary screen, biochemical, PK/LDH-coupled NADH absorbance; mevalonate kinase [Streptococcus pneumoniae D39]; hit rate 0.48% among 65,000; AID 555, 2006; purified MK, PK/LDH-coupled NADH absorbance 340 nm; inhibition, % at 10 µM;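 active means ranked among the strongest by inhibition in the single 10 µM screen, a fixed top-ranked set picked for dose follow-up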; further: no value below 0 was filed
# PMK inhibit: S. pneumoniae PMK inhibitors, primary screen, biochemical, mevalonate pathway, pilot trial included; inhibition, % at 10 µM; purified PMK, PK/LDH-coupled NADH absorbance 340 nm; phosphomevalonate kinase (Streptococcus pneumoniae D39); hit rate 0.49% among 65,000;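 active means top-ranked compounds by inhibition in the single 10 µM screen, taking a fixed number of the strongest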;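 further: 0% = full reaction with DMSO carrier and 100% = background rate without enzyme reaction; no value below 0 was filed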
# PMK inhibit pilot replicates: second read-out of PMK inhibit, no call of its own (marks repeat the call); inhibition, %; measured here: pilot screen replicates
# Spn MK inh pilot replicates: further read-out of Spn MK inh, marked with its call; inhibition, %; measured here: pilot screen replicates
# DPM-DC inhibit pilot screen %: also measured in DPM-DC inhibit; calls as there; inhibition, %; measured here: pilot screen trials
# The depositor's hits bear a star; i = inactive; x = no result given. Unless noted, no stated cut-off is given here; in the data, active means cytotoxicity above about 50%; inactive means the rest. Random draw from the library, and some 3.5% of all compounds hit somewhere here.
SMILES,TNAP inhibition,DPM-DC inhibit,HT1080 viability,KRASV12 cytotoxicity,LYP inhibition,HPDE-C7 viability,Bfl-1 inhibitors,Spn MK inh,PMK inhibit,others
c1ccc(N2CCN(CCc3nnc4n3CCCCC4)CC2)cc1,9%,i,-2%,5%,-3%,1%,0%,4,20,
COCCn1c(=S)[nH]c2cc(C(=O)N3CCc4ccccc43)ccc2c1=O,-5%,i,6%,0%,-5%,-4%,-2%,2,5,
Cc1nn(Cc2ccccc2Cl)c(C)c1NC(=O)c1noc2c1CCCCC2,6%,i,0%,-12%,x,-12%,-10%,1,13,
CCOC(=O)c1oc2c(CN3CCCCC3C)c(O)ccc2c(=O)c1-c1ccc(OC)c(OC)c1 (centres undefined),3%,i,-2%,2%,16%,-3%,1%,3,4,
CCOC(=O)N1CCN(C(=O)c2ccc3c(c2)NC(=O)C(N2CCOCC2)S3)CC1 (centres undefined),5%,i,12%,-7%,3%,-5%,-1%,5,13,
C=C(C)c1nc(N)nc(N)n1,11%,i,-9%,29%,10%,16%,-3%,6,0,
CCCCSc1nnc2nc(C)cc(C)n12,5%,i,8%,x,9%,x,4%,7,8,
CCOc1ccc(C2CC(=O)NC3=C2C(=O)CCC3)cc1Cl (centres undefined),6%,i,17%,4%,x,1%,4%,0,16,PMK inhibit pilot replicates=6.5;Spn MK inh pilot replicates=0.0;DPM-DC inhibit pilot screen %=0.0
COCCCNC(=O)CCCn1c(=O)[nH]c2ccccc2c1=O,10%,i,21%,-10%,-18%,-16%,6%,2,13,
Cc1cc(C(=O)NCc2ccccc2)c(=O)[nH]c1C,1%,x,-1%,-1%,-2%,-2%,-2%,9,17,
COC(=O)C1=C(C)N(CCC2=CCCCC2)C(=O)C1,5%,i,0%,-11%,8%,-10%,0%,0,0,
COC(=O)c1cc(=O)nc2sc(-c3ccccc3)nn12,11%,i,-8%,6%,9%,-10%,-2%,0,14,
CC1(C2(O)CC(c3ccccc3)ON2)CCCCC1 (centres undefined),13%,i,-9%,-16%,19%,-21%,3%,5,0,PMK inhibit pilot replicates=0.0;Spn MK inh pilot replicates=0.0;DPM-DC inhibit pilot screen %=1.0
COc1ccc(C/C(N)=N/n2cnnc2)cc1Cl,14%,i,18%,13%,-3%,9%,-3%,1,1,PMK inhibit pilot replicates=0.0;Spn MK inh pilot replicates=0.0;DPM-DC inhibit pilot screen %=0.0
CC1(C)CC(CCC(=O)Nc2ccc(S(N)(=O)=O)cc2)C(=O)O1 (centres undefined),9%,i,-8%,-24%,1%,-33%,-3%,11,11,
NC(=O)c1ccc(-n2nnnc2Oc2ccccc2)cc1,8%,i,5%,-10%,4%,-11%,4%,11,0,
CCCc1nn(C)c2c1C(c1cccnc1)C(C#N)=C(N)O2 (centres undefined),5%,i,6%,11%,14%,4%,8%,4,0,
CCC(=O)Nc1cc2c(cc1C(=O)c1ccccc1)OCCO2,7%,i,-1%,4%,16%,0%,-3%,5,14,
CCN1CCN(C(=O)C2CCN(Cc3nc(-c4ccc(Cl)cc4)oc3C)CC2)CC1,1%,i,-15%,5%,-1%,-1%,1%,0,9,
CCOC(=O)c1ccc(S(=O)(=O)N2CCN(CC(=O)NC(=O)NC3CCCCC3)CC2)cc1,8%,i,-1%,2%,9%,1%,0%,2,8,
CSc1ccccc1NC(=O)C1CCCO1 (centres undefined),12%,i,0%,8%,x,-6%,-1%,9,0,PMK inhibit pilot replicates=0.0;Spn MK inh pilot replicates=0.5;DPM-DC inhibit pilot screen %=0.0
CCn1cc(C(=O)NCc2ccc(OC)cc2OC)c(=O)c2ccc(C)nc21,7%,i,2%,4%,1%,-5%,2%,0,13,
O=C(NCc1ccco1)c1ccc2snnc2c1,3%,i,23%,-5%,6%,-1%,-10%,7,2,
CCCn1c2c(c(O)c(C(=O)NC)c1=O)CCCC2,23%,i,17%,8%,14%,-13%,-2%,6,9,PMK inhibit pilot replicates=4.0;Spn MK inh pilot replicates=1.5;DPM-DC inhibit pilot screen %=2.5
O=C(Cn1cnc2ccccc2c1=O)NCCC(=O)Nc1ccc2c(c1)OCCO2,7%,i,-2%,-6%,x,-8%,-3%,x,0,
# Further results
SMILES,TNAP inhibition,DPM-DC inhibit,HT1080 viability,KRASV12 cytotoxicity,LYP inhibition,HPDE-C7 viability,Bfl-1 inhibitors,Spn MK inh,PMK inhibit,others
O=C(O)COc1ccc(-c2nnn(CC(=O)O)n2)cc1,1%,i,2%,-1%,0%,1%,8%,10,4,
CCOCCn1c(N(C)Cc2ccccc2)nc2c1c(=O)[nH]c(=O)n2C,7%,i,3%,-22%,-2%,-18%,3%,5,0,
Cc1ccc(-c2cc(C(F)F)n3ncc(C(=O)N4CCN5CCCC5C4)c3n2)cc1 (centres undefined),3%,i,3%,-12%,1%,-10%,-1%,0,1,
CCCC(=O)n1nc(-c2ccc(Cl)cc2)nc1SC,24%,i,1%,-27%,7%,-20%,-2%,14,11,
COc1ccccc1NC(=O)C1=C(C)Nc2nnnn2C1c1ccncc1 (centres undefined),6%,i,6%,-10%,3%,-5%,0%,5,7,
O=C1N(CCCN2C(=O)C3(OCCO3)c3ccccc32)c2ccccc2C12OCCO2,-2%,i,38%,-10%,7%,-11%,-4%,10,14,
CCCOc1cccc(C2/C(=C(/O)c3ccccc3)C(=O)C(=O)N2CCN(C)C)c1 (centres undefined),12%,i,2%,-21%,3%,-22%,4%,0,4,PMK inhibit pilot replicates=2.5;Spn MK inh pilot replicates=0.0;DPM-DC inhibit pilot screen %=4.5
C=CCSc1nnc(-c2c[nH]c3ccccc23)n1CCOC,6%,i,0%,-3%,-1%,-16%,-8%,0,8,
CCC(C)N1C(=O)c2ccccc2C1C(=O)NC1CCCCCC1 (centres undefined),2%,i,0%,-6%,12%,-3%,1%,5,15,
COc1c(Br)cc2c(C)c(C(=O)N3CCOCC3)oc2c1Br,0%,i,-3%,17%,13%,2%,-3%,4,0,
Cc1ccc(C(=O)Nc2ccccc2C(N)=O)o1,7%,i,10%,8%,13%,2%,-6%,6,0,
CCOC(=O)CSCC(=O)Nc1cc(C)ccc1C,-6%,i,0%,-2%,-1%,-1%,-1%,16,1,
CCn1nnc(NC(=O)c2cc(Cl)c(OC)c(Cl)c2)n1,7%,i,-6%,-4%,-7%,-25%,-5%,2,5,
c1ccc2c3c(cc(N4CCOCC4)c2c1)OC1(N2CCOCC2)CCCCC1O3 (centres undefined),8%,x,7%,-6%,x,-12%,1%,12,7,
CCOC(=O)c1ccc(N2C(=O)CC(N3CCOCC3)C2=O)cc1 (centres undefined),12%,i,2%,-24%,-18%,-18%,-15%,2,1,
COc1ccc(-c2nc3n(n2)C(c2ccncc2)C(C(N)=O)=C(C)N3)cc1 (centres undefined),8%,i,3%,-2%,x,-12%,-5%,0,16,
CCOc1ccc(NC(=O)CC2NCCNC2=O)cc1 (centres undefined),11%,i,-1%,8%,10%,6%,-3%,4,0,PMK inhibit pilot replicates=3.5;Spn MK inh pilot replicates=1.0;DPM-DC inhibit pilot screen %=2.5
C=CCc1cccc(CNc2nc3ccccc3n2CCN2CCOCC2)c1O,4%,i,2%,-8%,13%,-10%,-3%,8,0,
COc1ccc2c(CC(=O)N(C)CC3COc4ccccc4O3)coc2c1 (centres undefined),3%,i,-6%,-8%,-7%,-4%,0%,6,10,
Cn1c(SCc2cccc(F)c2)nnc1-c1ccccn1,13%,i,5%,-3%,x,-16%,0%,10,4,
Cc1n[nH]c(C)c1S(=O)(=O)N(CC(=O)NC1CCCC1)c1ccc(C(C)C)cc1,-4%,i,-8%,-10%,16%,-7%,-1%,7,10,
O=C(Nc1cccc(F)c1)N1CC=C(n2c(=O)[nH]c3ccccc32)CC1,12%,i,-8%,-24%,12%,7%,-6%,1,11,PMK inhibit pilot replicates=3.5;Spn MK inh pilot replicates=5.0;DPM-DC inhibit pilot screen %=2.5
COc1ccc2nc(SCC(N)=O)cc(C)c2c1,6%,i,8%,0%,5%,-12%,-2%,9,2,
COc1ccc(CCC(=O)Nc2ccc(Br)cn2)cc1,21%,i,-7%,-1%,-1%,4%,-6%,8,3,
CCOC(=O)N1CCN(c2c(-c3ccccc3)c3cc(Cl)ccc3[nH]c2=O)CC1,4%,i,2%,-3%,x,7%,-8%,3,1,
# Following part:
SMILES,TNAP inhibition,DPM-DC inhibit,HT1080 viability,KRASV12 cytotoxicity,LYP inhibition,HPDE-C7 viability,Bfl-1 inhibitors,Spn MK inh,PMK inhibit,others
CCC(C)(C)n1nnnc1C(c1cc2cc(C)ccc2[nH]c1=O)N1CCCC1 (centres undefined),14%,i,-7%,-23%,-2%,-34%,2%,15,11,PMK inhibit pilot replicates=6.5;Spn MK inh pilot replicates=4.0;DPM-DC inhibit pilot screen %=7.0
COc1cccc(CSc2nnc(-c3ccco3)n2C)c1,7%,i,-4%,-16%,3%,-21%,-6%,2,1,
Cc1c[n+]([O-])n(-c2ccc(C(=O)O)cc2)n1,5%,i,5%,6%,3%,4%,0%,0,10,
Cc1ccc(S(=O)(=O)CCSc2nc(C)cc(C)c2C#N)cc1,6%,i,7%,-4%,5%,11%,-7%,10,6,
O=C(COc1ccc(Cl)cc1)NCc1nnc(SCC(=O)Nc2ccccc2)o1,6%,i,x,-8%,-5%,-22%,-4%,3,21,
O=C(C1CCCCC1)N1CCN(c2ncccn2)CC1,0%,i,-14%,-3%,5%,-7%,-4%,4,9,
O=C(CCN1CCN(CC(=O)Nc2ccccc2Cl)CC1)Nc1ccccc1F,12%,i,6%,-3%,-8%,-3%,-4%,0,12,
CN(Cc1cc2ccccc2[nH]c1=O)S(=O)(=O)c1ccccc1,4%,i,-1%,-6%,-4%,1%,1%,7,6,
N#Cc1nc(-c2ccc(OCc3ccc(Cl)cc3)cc2)oc1NCc1cccnc1,11%,i,-3%,45%,-9%,53%*,9%,7,0,
COC(=O)c1nc(NC(=O)C(C)(C)C)n[nH]1,3%,i,x,-15%,x,-29%,3%,12,0,
Cc1ccc(-c2noc(-c3ccccc3Br)n2)cc1,6%,i,1%,23%,-4%,34%,4%,6,2,
CSCCC1NC(=O)NC1=O (centres undefined),0%,i,-10%,-7%,2%,-4%,-4%,0,17,
CN=c1sc2ccccc2n1CC(O)COc1ccccc1 (centres undefined),14%,i,-5%,-8%,2%,7%,-7%,0,7,

# Compounds above that contain a COOH group (2):
SMILES,TNAP inhibition,DPM-DC inhibit,HT1080 viability,KRASV12 cytotoxicity,LYP inhibition,HPDE-C7 viability,Bfl-1 inhibitors,Spn MK inh,PMK inhibit,others
O=C(O)COc1ccc(-c2nnn(CC(=O)O)n2)cc1,1%,i,2%,-1%,0%,1%,8%,10,4,
Cc1c[n+]([O-])n(-c2ccc(C(=O)O)cc2)n1,5%,i,5%,6%,3%,4%,0%,0,10,
